High-throughput results as filed in PubChem BioAssay.
14-3-3 Bad PPI: disrupts binding of bovine 14-3-3 zeta to phospho-Bad peptide; TR-FRET 14-3-3zeta/Dy647-pBad peptide displacement, 1 h; inhibition, % at 21.7 µM; hit rate 0.71% among 220,000;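 active = inhibition above about 70%, limit read from the data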;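 also: 0% = full 14-3-3 plus peptide FRET controls and 100% = background without 14-3-3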
Target sequence (P63103 whole entry, looked up): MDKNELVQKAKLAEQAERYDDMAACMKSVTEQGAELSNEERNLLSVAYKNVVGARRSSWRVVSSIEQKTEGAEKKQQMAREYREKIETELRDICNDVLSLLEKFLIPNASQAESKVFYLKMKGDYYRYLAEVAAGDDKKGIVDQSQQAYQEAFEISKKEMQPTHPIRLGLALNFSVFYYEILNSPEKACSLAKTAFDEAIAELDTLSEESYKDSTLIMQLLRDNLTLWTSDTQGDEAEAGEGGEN
EP2 modulator: modulators of human EP2 prostaglandin E2 receptor; P43116; EP2-expressing cells, cAMP HTRF FRET, PGE2 co-stimulation; induction, % at 25 µM; hit rate 0.83% among 260,000;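 active = compounds whose cAMP rise, as percent of the full-agonist control response, exceeds 60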;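 also: rat C6 glioma line stably carrying human EP2 under a CMV promoter; the protocol text gives 20 µM as final concentration; 100% = response of wells given 1 µM PGE2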
Target sequence (P43116 whole entry, looked up): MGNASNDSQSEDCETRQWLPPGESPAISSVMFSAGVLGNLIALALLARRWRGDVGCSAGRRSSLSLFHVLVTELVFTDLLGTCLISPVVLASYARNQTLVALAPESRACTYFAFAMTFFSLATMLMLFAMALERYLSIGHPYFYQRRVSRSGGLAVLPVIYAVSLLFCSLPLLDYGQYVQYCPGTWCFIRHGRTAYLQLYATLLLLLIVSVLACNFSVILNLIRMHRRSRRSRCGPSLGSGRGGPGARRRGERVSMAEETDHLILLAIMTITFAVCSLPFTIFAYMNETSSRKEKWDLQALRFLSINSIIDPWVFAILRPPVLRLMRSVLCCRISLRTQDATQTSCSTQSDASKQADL
EP2 antag: inhibitors of human EP2 prostaglandin E2 receptor | P43116 | C6 glioma cells expressing human EP2, cAMP TR-FRET; cells stimulated with saturating PGE2 | inhibition, % at 25 µM | hit rate 0.52% among 260,000 | AID 1422;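 active = percent inhibition above 40 after rounding to a whole number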;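 also: rat C6 glioma host cells with rolipram phosphodiesterase inhibitor present; the protocol text gives 20 µM as final concentration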
CHOP inh: blocks CHOP induction under ER stress. CHO-K1 CHOP-promoter luciferase, tunicamycin-induced, 15-18 h. inhibition, % at 10 µM. hit rate 3.8% among 220,000;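 active = compounds that reduced the stress-induced luciferase reporter signal by more than about 70% of percent inhibition, limit read from the data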;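 also: 0% = tunicamycin plus vehicle and 100% = wells without tunicamycin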
NPY-Y1 PAM-ag: potentiators or agonists of human neuropeptide Y receptor Y1. activation, % at 3.6 µM. P25929. AID 1304. NPY-Y1 expressing cells, potentiator/agonist activation. hit rate 0.37% among 220,000; in the data active = activation above about 33%, passing the limit was not always enough;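 also: cells stimulated with NPY at EC10 then isoproterenol at EC100; 0% = low agonist plus stimulus and 100% = saturating agonist plus stimulus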
PPC-1+TRAIL kill: PPC-1 cancer cell killing with TRAIL present | cell killing (% activity), % at 4 µM | hit rate 0.41% among 220,000 | PPC-1 cells + TRAIL, ATPLite viability luminescence;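 active = cell killing above 50% in the first pass at 4 µM, then a duplicate retest at 5 µM averaging 50% or more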;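 also: plate controls were cells with TRAIL plus DMSO for no effect and medium-only wells lacking cells for full effect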
zfTRPN1 agonist: zebrafish TRPN1 (NompC) channel agonism; HEK293 zebrafish TRPN1-YFP, Fluo-8 calcium fluorescence; 100% = response to 87 µM carbachol; activation, % at 3 µM; hit rate 0.18% among 220,000; AID 1424;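 active = activation above its plate's cutoff, the mean activation of test wells on that plate plus 3 SD, cut at about 19% in these data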;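 also: 0% = DMSO alone and 100% = 87 µM carbachol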
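Control set: carbachol 87 µM as high control, DMSO as low control; system: HEK293 stable line with zebrafish TRPN1-YFP; read-out: % activation versus carbachol response; detection: intracellular calcium fluorescence with Fluo-8; doses: single test compound dose, 3 µM nominal, 0.3% DMSO; schedule: dye 1 h 37 °C plus 30 min RT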
TRPML3 ag: activates the human TRPML3 channel; hit rate 0.29% among 220,000; HEK293 TRPML3-YFP, Fluo-8 calcium fluorescence; 100% = the carbachol control signal; activation, % at 3 µM; AID 1448; Q8TDD5;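 active = activation above its plate's cutoff, the mean activation of the plate's test wells plus 3 SD, cut at about 12% in these data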;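 also: 0% = DMSO only wells and 100% = carbachol wells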
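Test system: TRPML3-YFP stable HEK293 cells. Doses: single point at 3 µM. Incubation: dye loading 1 h 37 °C then 30 min ambient, 125 s read. Signal: Fluo-8 calcium dye fluorescence, ex 470-495, em 515-575 nm. Measure: percent activation from peak-to-basal fluorescence ratio, scaled between DMSO and carbachol.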
NPY Y1 blocker: antagonists of human neuropeptide Y receptor Y1; P25929; HEK293-CNG Y1 cells, membrane potential fluorescence; NPY at EC95, then isoproterenol; inhibition, % at 3.6 µM; hit rate 1% among 200,000; AID 1040;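 active = inhibition above the campaign mean inhibition of all tested compounds plus 3 SD, cut at about 20% in these data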;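 also: 0% = DMSO wells given NPY plus isoproterenol and 100% = isoproterenol alone without NPY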
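Test system: HEK293 cells co-expressing NPY Y1 receptor and cyclic-nucleotide gated channel; Also added: NPY (25 nM), isoproterenol (1 µM), Ro 20-1724 (25 µM); Compound dosing: one concentration, 3.6 µM, in 0.4% DMSO; Timing: dye 3 h, compound 60 min room temperature, stimulation 45 min; Technique: Membrane-potential fluorescent dye readout.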
* marks the source's active call; other numbers are inactive results; · = not tested or not shown; & = joins results of further samples; [ ] = remark or other dose. Some of the compounds tested (hit frequency here may not be typical).

[1] O=C(C=C1CCN(c2ncc(C(F)(F)F)cc2Cl)CC1)NNC(=O)Nc1ccccc1
[2] O=C(CSCCO)Nc1cccc(C(F)(F)F)c1
[3] COc1cccc(-c2nnc(N(C)C(=O)C3CCOC3)s2)c1 (configuration not stated)
[4] Cc1ccc([N+](=O)[O-])cc1NC(=O)/C=C/C(=O)O
[5] CCOC(=O)c1c(NC(=O)C(=O)N/N=C/c2ccc(OCC)cc2)sc2c1CCCCC2
[6] COc1ccc(COCC(O)CN2CCOCC2)cc1OC (configuration not stated)
[7] Cc1ccc(-c2nnn(CC(=O)Nc3ccc(S(=O)(=O)N4CCC(C)CC4)cc3)n2)cc1
[8] O=C1NC(=S)N/C1=C\c1ccc(Oc2ccc(C(F)(F)F)cc2[N+](=O)[O-])c(Cl)c1

entry no. | 1 | 2 | 3 | 4 | 5 | 6 | 7 | 8
EP2 modulator | 4 | 19 | -6 | 9 | 9 | 6 | -17&6 | 28
TRPML3 ag | 0.6 | 0.2 | 1.7 | -0.1 | 0.9 | 0.0 | 1.0 | 1.3
14-3-3 Bad PPI | 10 | -7[fluorescence artefact?] | -11[fluorescence artefact?] | 2 | -1 | 9 | 0 | -3
NPY Y1 blocker | 0 | 6 | -2 | · | -1 | -12 | -5 | ·
EP2 antag | 7 | 8 | 15 | 7 | 6 | 20 | 6&4 | 8
zfTRPN1 agonist | 0.2 | -0.4 | -0.5 | 0.1 | 0.6 | 0.1 | 1.0 | 2.3
NPY-Y1 PAM-ag | -10 | 2 | -4 | 4 | -2 | 54* | -4 | 4
PPC-1+TRAIL kill | -20 | 6 | 4 | 2 | 12 | 1 | -6 | 0
CHOP inh | 34 | 38 | -25 | 9 | 15 | 3 | -26 | -3

[9] COc1ccc(C2C(C#N)=C(N)Oc3n[nH]c(C)c32)cc1CN1CCN(c2ccc(F)cc2)CC1 (configuration not stated)
[10] S=c1[nH]nc(-c2ccc3ccccc3n2)n1-c1ccccc1
[11] Cc1ccccc1NC(=O)c1ccc([N+](=O)[O-])o1
[12] Cc1ccc(C(=O)NNC(=O)Cc2csc(-c3csc(C)n3)n2)cc1
[13] CO[C@H]1C=CO[C@@]2(C)Oc3c(C)c(O)c4c(O)c(c(C=NN5CCN(C6CCCC6)CC5)c(O)c4c3C2=O)NC(=O)C(C)=CC=C[C@H](C)[C@H](O)[C@@H](C)[C@@H](O)[C@@H](C)[C@H](OC(C)=O)[C@@H]1C
[14] Cc1ccc2[nH]c3c(c2c1)CN(C(=O)CN1CCCCC1)CC3
[15] Nc1c(C(=O)NCc2ccccc2)c2nc3ccccc3nc2n1-c1ccc2c(c1)OCO2
[16] NC(=O)COC(=O)c1c2c(nc3ccccc13)CCCC2

entry no. | 9 | 10 | 11 | 12 | 13 | 14 | 15 | 16
EP2 modulator | -10 | 11 | -100&-80 | -15 | · | -34 | 59 | -7
TRPML3 ag | -0.3 | 0.2 | 0.4 | 0.1 | 2.2 | 1.6 | 1.0 | 0.7
14-3-3 Bad PPI | -21 | 3 | -7 | -1 | -5 | -6 | 48 | 2
NPY Y1 blocker | -5 | 2 | 5 | · | -8 | · | 0 | -3
EP2 antag | 3 | 8 | 11&13 | 9 | 15 | 3 | 11 | 5
zfTRPN1 agonist | -0.6 | 0.3 | -0.6 | 0.8 | 4.1 | 1.6 | 1.3 | 0.6
NPY-Y1 PAM-ag | -1 | -4 | 13 | -15 | 7 | 2 | 35 | 1
PPC-1+TRAIL kill | 5 | 34 | -1 | 8 | 6 | 25 | 16 | 8
CHOP inh | 31 | -8 | 66 | -2 | -1 | -7 | 79* | -2

[17] COC(=O)[C@@H]1C[C@H]2CC[C@H](O)C[C@H]2N1Cc1ccccc1OS(=O)(=O)c1ccc(C)cc1
[18] CCOC(=O)c1[nH]c2ccc(Cl)cc2c1NC(=O)c1nonc1C
[19] COc1ccc(C(=O)NC(=S)Nc2nc(C)c(C(=O)N(C)C)s2)cc1
[20] COc1ccc(NCc2nnc(SCC(=O)N3CCCc4ccccc43)n2C)cc1
[21] COc1ccccc1NC(=O)CCSc1ccc(C)cc1
[22] CCOC(=O)c1c(NC(=S)N2CCCCC2)sc2c1CCN(C(=O)OCC)C2
[23] COc1ccc(/C=N/n2cncn2)cc1CSc1ccccn1
[24] CCOC(=O)CNC(=O)CSc1ncnc2c1nnn2-c1ccc(F)cc1
[25] CN(C)S(=O)(=O)N1CCc2ccccc2C1
[26] COc1ccc2nc(N/C(N)=N/C(=S)Nc3ccc(C)c(C)c3)nc(C)c2c1

entry no. | 17 | 18 | 19 | 20 | 21 | 22 | 23 | 24 | 25 | 26
EP2 modulator | 19 | 20 | -5 | 18 | -69 | 11 | -4 | 26 | 22 | -6
TRPML3 ag | · | -0.2 | 0.1 | 0.1 | -1.9 | 0.2 | -0.7 | 1.6 | 0.5 | -0.1
14-3-3 Bad PPI | 1 | -10[fluorescence artefact?] | -1 | 3[fluorescence artefact?] | -1 | 0 | -1 | -3 | 1 | -12[fluorescence artefact?]
NPY Y1 blocker | · | -4 | 6 | 0 | 8 | · | 1 | -2 | 3 | 1
EP2 antag | 21 | 4 | 8 | 10 | 10 | 2 | 16 | 15 | 2 | 10
zfTRPN1 agonist | · | 0.9 | -0.1 | 0.4 | -4.2 | -0.3 | -0.8 | 0.2 | 0.6 | 0.6
NPY-Y1 PAM-ag | · | -14 | -16 | 4 | 1 | -31 | -12 | 8 | -9 | -15
PPC-1+TRAIL kill | 6 | 21 | 1 | 9 | 0 | 4 | 10 | -23 | -10 | 4
CHOP inh | 10 | 21 | -11 | 26 | 28 | 32 | 27 | -59 | -7 | 25
